ARNT-TACC3 inh – ARNT/TACC3 interaction disruption; Q9Y6A5; actives 0.66% (n = 390,000); AlphaScreen His-ARNT PAS-B/GST-TACC3 binding, luminescence; TACC3 fragment carries E629A point mutation; inhibition, % at 9.99 µM;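 active = mean inhibition of replicates at least 50% and at least half of replicates each reaching 50%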;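 also: 0% = complete ARNT plus TACC3 wells and 100% = ARNT alone without TACC3; many hits fall short of the cut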
CASP6 VEID inh – inhibitors of human caspase-6; actives 0.53% (n = 350,000); P55212; purified caspase-6, Z-VEID-R110 cleavage fluorescence; inhibition, % at 12.5 µM;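 active = mean inhibition across replicates at least about 35%, with every replicate also reaching that limit, limit read from the data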;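 also: 0% = median of neutral control wells and 100% = no fluorescence left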
Target sequence (P55212 24-179 limits assumed): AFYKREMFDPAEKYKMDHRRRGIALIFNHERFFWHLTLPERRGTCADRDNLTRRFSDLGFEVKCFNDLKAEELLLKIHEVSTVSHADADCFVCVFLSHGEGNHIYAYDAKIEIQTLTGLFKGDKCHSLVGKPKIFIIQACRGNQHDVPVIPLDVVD
Target sequence (P55212 194-293 limits assumed): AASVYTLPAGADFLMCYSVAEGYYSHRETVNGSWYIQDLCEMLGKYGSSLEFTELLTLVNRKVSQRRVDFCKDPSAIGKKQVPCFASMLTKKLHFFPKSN
PglD inh – inhibitors of Campylobacter jejuni PglD acetyltransferase; purified PglD enzyme, DTNB colorimetric CoA detection; inhibition, % at 12.5 µM; actives 0.098% (n = 360,000); AID 602405; in the data active = inhibition above about 16%, passing the limit was not always enough; also: strong numbers were not always called active
E-selectin induc – E-selectin induction on HUVECs. activation, % at 7.58 µM. P16581. actives 0.37% (n = 260,000). HUVEC E-selectin immunofluorescence imaging; normalized: neutral wells 0, TNF-alpha wells 100;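 active = mean E-selectin-positive cell signal at least 10% of the positive control, reached in at least 60% of replicates, without over 20% cell loss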;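 also: in these data hits start at about 27%; measured in HUVEC primary endothelial cells; signal is the percent of cells scored E-selectin positive by PE staining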
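System: HUVEC / Compound: single concentration / Signal: immunofluorescence imaging / Read-out: percent E-selectin-positive cells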
ERp5 block – ERp5 (human) disulfide isomerase inhibition; Q15084; ERp5 insulin aggregation, absorbance 650 nm, 90 min; inhibition, % at 9.99 µM; actives 0.05% (n = 350,000);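 active = mean replicate inhibition above about 25%, with every replicate also reaching it, limit read from the data, passing the limit was not always enough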
Target sequence (Q15084 whole entry, looked up): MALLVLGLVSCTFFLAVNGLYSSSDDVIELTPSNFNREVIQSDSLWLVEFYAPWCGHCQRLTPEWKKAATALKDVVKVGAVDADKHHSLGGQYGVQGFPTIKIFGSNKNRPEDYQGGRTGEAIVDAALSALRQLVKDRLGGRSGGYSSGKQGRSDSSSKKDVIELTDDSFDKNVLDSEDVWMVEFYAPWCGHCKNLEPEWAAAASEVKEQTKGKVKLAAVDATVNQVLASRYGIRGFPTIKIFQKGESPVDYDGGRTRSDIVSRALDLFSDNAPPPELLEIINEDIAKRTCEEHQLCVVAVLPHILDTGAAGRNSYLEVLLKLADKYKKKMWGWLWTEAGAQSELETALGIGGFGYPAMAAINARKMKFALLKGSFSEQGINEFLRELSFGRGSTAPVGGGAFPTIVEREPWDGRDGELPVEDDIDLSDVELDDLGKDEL
esBAF inh – SWI/SNF esBAF complex inhibition; mouse ES cells, Bmi1-luciferase knock-in reporter, 24 h; 100% = twice the neutral-well signal; reporter increase, % at 12.5 µM; actives 2% (n = 350,000); AID 602393; in the data active = activation above about 40%;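 also: 0% = median of the plate's neutral control wells and 100% = double that signal; a rise in the Bmi1 reporter signal indicates esBAF inhibition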
RAD54 branch – inhibitors of human RAD54 branch migration; Q92698; RAD54 Holliday junction branch migration, FAM/BHQ fluorescence; inhibition, % at 10.4 µM; actives 0.14% (n = 360,000);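 active = mean normalized replicate activity at least 40 and at least half of replicates scoring 40 or more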;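 also: 0% = median of neutral control wells and 100% = median of positive control wells; inhibitors cause a drop in the FAM fluorescence signal; in these data hits start at about 50%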
RAD52 inh – RAD52 (human) annealing inhibition | P43351 | actives 0.46% (n = 360,000) | recombinant RAD52 DNA annealing, FRET fluorescence | AID 651710 | inhibition, % at 18.7 µM;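 active = every replicate showing at least 50% inhibition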
* = called active by the depositor; · = not tested or not shown.

SMILES | ARNT-TACC3 inh | CASP6 VEID inh | PglD inh | E-selectin induc | ERp5 block | esBAF inh | RAD54 branch | RAD52 inh
COc1ccc(C2=NOC(C(=O)NCCN3CCOCC3)C2)cc1 (centres undefined) | -2 | · | -1 | · | · | -4 | -24 | ·
CN1CCN(c2ccc(NC(=O)COc3ccccc3[N+](=O)[O-])cc2)CC1 | -4 | -4 | · | 0.3 | -10 | · | · | 5
O=c1c2c3nc4ccccc4nc3n(/N=C/c3ccco3)c2ncn1CCC1=CCCCC1 | 5 | · | -3 | · | · | -7 | -7 | ·
CCOc1ccc(OCC(=O)Nc2cccc(S(=O)(=O)NC3=NCCC3)c2)cc1 | 1 | 2 | -1 | -0.7 | -12 | 10 | -4 | 3
C(=N/Nc1nccs1)/c1cccnc1 | -5 | 3 | · | · | 4 | · | · | -10
COc1cccc(OC)c1NC(=O)Cn1nc(C)c2ccccc2c1=O | -5 | -4 | -7 | -0.1 | -1 | -4 | -4 | 0
CO[C@H]1CN(C)C(=O)c2ccc(NC(=O)C3CC3)cc2OC[C@@H](C)N(C(=O)Cc2ccccn2)C[C@@H]1C | 1 | 1 | 2 | 0.4 | 3 | -1 | -5 | -2
C[C@]12c3[nH]c4ccc(Cl)cc4c3CCN1C(=O)[C@@H](CC(=O)NCCC1=CCCCC1)C[C@@H]2C(=O)N1CCOCC1 | 1 | 18 | 0 | -0.1 | -2 | 2 | -4 | -13
CCN(Cc1ccncc1)C(=O)C1CCN(S(=O)(=O)c2cccs2)CC1 | 39 | · | 3 | · | · | -4 | 2 | ·
CCc1cc(=O)oc2c3c(cc(OCC(=O)N[C@H](C(=O)O)[C@H](C)CC)c12)OC(C)(C)CC3 | 0 | 1 | -8 | 0.0 | -2 | -1 | -8 | -20
CCc1ccc(NC(=O)CSc2nc3ccccc3c(=O)n2CCN2CCOCC2)cc1 | 7 | · | 6 | · | · | 16 | 3 | ·
O=C(C[C@H]1C=C[C@@H](NC(=O)Nc2ccccc2F)[C@@H](CO)O1)NCc1ccc(-c2ccccc2)cc1 | · | 3 | · | -0.3 | -8 | · | · | 18
CC(=O)Oc1ccc(C)cc1-n1nc2ccccc2n1 | -4 | · | 2 | · | · | 40 | 4 | ·
Nc1ccccc1Nc1ccncc1[N+](=O)[O-] | -2 | · | -2 | · | · | -10 | -11 | ·
CSC[C@H]1CN(CCc2ccccc2)C(=O)[C@@H]1CC(=O)Nc1ccc(Br)cc1 | · | 0 | -1 | -2.7 | -7 | 2 | -1 | -10
CCOc1cc(/C=N/n2cnnc2)ccc1OCC(=O)Nc1ccccc1OC | -7 | · | -2 | · | · | -3 | 6 | ·
CC1CCC(NC(=O)C2CCC(CNc3c(N4CCCCC4)c(=O)c3=O)CC2)CC1 (centres undefined) | 0 | 0 | 3 | -0.1 | 0 | · | 4 | 0
O=C(C1CCOCC1)N1C[C@H]2[C@@H](c3ccccc31)[C@@H](CO)N2C(=O)c1ccccc1 | 8 | -6 | 6 | 1.2 | 0 | -5 | -1 | -2
CCCCN1CC(=O)N2[C@H]3c4cc(C)ccc4OC[C@@H]3[C@H](c3ccccc3)[C@]2(C)C1=O | -9 | 7 | 4 | -0.1 | 16 | -4 | -14 | -23
Cc1cccc(NS(=O)(=O)c2cc(OCC(N)=O)c(C)cc2Cl)c1 | 27 | · | -2 | · | · | -3 | -4 | ·
CCC(c1nnnn1Cc1ccc(OC)cc1)N1CCN(C(=O)c2ccco2)CC1 (centres undefined) | -6 | 3 | -4 | · | 5 | 2 | -3 | -6
Cc1ccc(NC(=O)N(Cc2cc3cc(C)cc(C)c3[nH]c2=O)CC2COCCO2)cc1 (centres undefined) | · | 3 | -4 | · | -11 | 11 | -3 | -5
O=C(NCC(c1ccco1)N1CCN(c2ccc(F)cc2)CC1)C(=O)NC1CCCCC1 (centres undefined) | 2 | -3 | 2 | -0.7 | 8 | · | -2 | -14
CC(C)NC(=O)N1CC2(C1)[C@H](c1ccccc1)[C@H](CO)N2C(=O)c1ccccn1 | · | -1 | · | -0.3 | 0 | · | · | 3

Taken from above.
COc1ccc(C2=NOC(C(=O)NCCN3CCOCC3)C2)cc1 (centres undefined) in PglD inh → -1
CCCCN1CC(=O)N2[C@H]3c4cc(C)ccc4OC[C@@H]3[C@H](c3ccccc3)[C@]2(C)C1=O in ARNT-TACC3 inh → -9
CN1CCN(c2ccc(NC(=O)COc3ccccc3[N+](=O)[O-])cc2)CC1 in E-selectin induc → 0.3
CCc1ccc(NC(=O)CSc2nc3ccccc3c(=O)n2CCN2CCOCC2)cc1 in RAD54 branch → 3
Cc1ccc(NC(=O)N(Cc2cc3cc(C)cc(C)c3[nH]c2=O)CC2COCCO2)cc1 (centres undefined) in CASP6 VEID inh → 3
C(=N/Nc1nccs1)/c1cccnc1 in CASP6 VEID inh → 3
C[C@]12c3[nH]c4ccc(Cl)cc4c3CCN1C(=O)[C@@H](CC(=O)NCCC1=CCCCC1)C[C@@H]2C(=O)N1CCOCC1 in ERp5 block → -2

4 records drawn at random from the list so far, as already listed:
SMILES | ARNT-TACC3 inh | CASP6 VEID inh | PglD inh | E-selectin induc | ERp5 block | esBAF inh | RAD54 branch | RAD52 inh
C(=N/Nc1nccs1)/c1cccnc1 | -5 | 3 | · | · | 4 | · | · | -10
CCN(Cc1ccncc1)C(=O)C1CCN(S(=O)(=O)c2cccs2)CC1 | 39 | · | 3 | · | · | -4 | 2 | ·
CCOc1ccc(OCC(=O)Nc2cccc(S(=O)(=O)NC3=NCCC3)c2)cc1 | 1 | 2 | -1 | -0.7 | -12 | 10 | -4 | 3
CC1CCC(NC(=O)C2CCC(CNc3c(N4CCCCC4)c(=O)c3=O)CC2)CC1 (centres undefined) | 0 | 0 | 3 | -0.1 | 0 | · | 4 | 0

(next part)
SMILES | ARNT-TACC3 inh | CASP6 VEID inh | PglD inh | E-selectin induc | ERp5 block | esBAF inh | RAD54 branch | RAD52 inh
C[C@H](CO)N1C[C@H](C)[C@H](CN(C)Cc2ccc(Oc3ccccc3)cc2)Oc2ncc(-c3cncnc3)cc2C1=O | -3 | 1 | -4 | -0.1 | -1 | -2 | -1 | 5
O=C(Nc1ccccc1N1CCCC1)c1ccc2ccccc2c1 | 11 | 2 | -2 | 0.2 | -3 | 8 | 0 | -16
CN(C)S(=O)(=O)c1ccc(C(=O)NCC(c2cccs2)N2CCOCC2)cc1 (centres undefined) | -6 | 1 | 1 | -0.1 | 0 | 1 | 9 | -3
CC12CCC(C(=O)N(c3cccc(Cl)c3)C1=O)C2(C)C (centres undefined) | -2 | 1 | 7 | 0.8 | 0 | · | 3 | -11
COc1cccc(NC(=O)CN2C(=O)NC(C)(C3CC3)C2=O)c1 (centres undefined) | 15 | 0 | -1 | · | 4 | 2 | -2 | -18
O=C(C=Cc1ccco1)c1ccc2ccccc2c1 | -14 | 1 | · | 0.3 | 7 | · | · | -37
CC(C)(C)OC(=O)Cn1c(=O)cnc2ccccc21 | -4 | -1 | -1 | · | 6 | 2 | 2 | -24
CCCn1c(N)c(C(=O)NS(=O)(=O)c2ccc(C)cc2)c(=O)n(C)c1=O | 6 | 2 | · | · | -3 | · | · | -12
COc1cccc(CN2CCN(Cc3cc(OC)c(OC)c(OC)c3)CC2)c1OC | -1 | -1 | -2 | 0.1 | -2 | -3 | -9 | 0
COc1ccccc1N(Cc1ccccc1)S(=O)(=O)c1cc(C(=O)O)ccc1Cl | -7 | 5 | -1 | · | -7 | -2 | -5 | -12
Cc1cccc(-c2ccc([C@H]3[C@@H](CO)N4CCCCN(Cc5cccnc5)C[C@H]34)cc2)c1 | 23 | 0 | -5 | 0.0 | 2 | · | 9 | 15
C[C@H](CO)N1C[C@H](C)[C@@H](CN(C)Cc2ccncc2)OCCCC[C@H](C)Oc2ccc(NC(=O)Cc3ccccc3)cc2C1=O | -7 | -1 | 2 | 0.0 | -5 | -6 | -5 | 7
O=S(=O)(Nc1ccccc1C(F)(F)F)c1ccc(-c2ccccn2)s1 | 1 | 3 | 2 | 0.0 | -1 | -6 | -3 | -19
CCOc1ccc(NC(=O)Nc2cc(-c3ccccc3)sc2C(=O)OC)cc1 | 5 | -1 | -4 | · | 4 | -1 | -7 | 7
CCc1ccc(N2C(=O)c3sc4nnc(C)c(=O)n4c3C2=O)cc1 | -2 | · | 1 | · | · | -5 | -3 | ·
O=S(=O)(Cc1ccccc1)N1CCCCN2[C@H](CO)[C@H](c3ccc(C#Cc4ccccc4)cc3)[C@@H]2C1 | -1 | -2 | -3 | -0.5 | -5 | · | -4 | -25
Cc1ccsc1/C=N/n1cnnc1 | 2 | -1 | -4 | -1.1 | -4 | · | -5 | -1
CC[N+]1(CC(O)COC2CC(C)CC(C)(C)C2)CCOCC1 (centres undefined) | -2 | -1 | 5 | · | 3 | 6 | -7 | -5
Cc1onc(-c2ccccc2Cl)c1C(=O)NCc1nnnn1-c1ccc(F)cc1 | 4 | 3 | 1 | 0.5 | -4 | -1 | 0 | 1
CCN(CC(=O)Nc1c(F)cccc1F)C(=O)C1(c2ccccc2)CC1 | 1 | -3 | 1 | -0.8 | 2 | 13 | 0 | -10
O=c1[nH]c2ccccc2nc1Cc1ccc([N+](=O)[O-])cc1 | -20 | -1 | -1 | · | -3 | -8 | 8 | -15
COc1ccc(C(c2nnnn2CC2CCCO2)N2CCN(c3ccc(F)cc3)CC2)cc1 (centres undefined) | -1 | · | -4 | · | · | 0 | -7 | ·
CCC(=O)N1c2ccc(S(=O)(=O)NC3CCCCC3)cc2CC1C (centres undefined) | 12 | 2 | 4 | · | -11 | 9 | -3 | 3
N#Cc1nc(Cc2ccccc2)oc1NCc1cccnc1 | 0 | · | -3 | · | · | 8 | 2 | ·
Cc1cc(C)n(C(=O)c2cccc([N+](=O)[O-])c2C)n1 | -3 | 1 | 2 | · | 3 | 0 | -6 | -4
COc1ccc(-c2ccc3c(c2)[C@H]2[C@H](CCN2S(=O)(=O)c2ccccc2F)[C@@H](CO)N3)cc1 | 2 | · | 1 | · | · | 3 | -6 | ·
C=CCn1c(O)c(N=O)c2cc(C)ccc21 | 14 | 1 | 5 | -1.2 | -4 | 1 | 3 | -15
C#CCOCCOCCOCCNc1nc(N2CCOCC2)nc(N2CCN(C(=O)[C@H](CC(N)=O)n3cc(C(N)[C@@H](C)CC)nn3)CC2)n1 (some centres undefined) | -3 | -8 | -2 | -0.5 | 6 | 12 | -4 | -4
CC1(c2ccc3ccccc3c2)NC(=O)N(CC(=O)Nc2ncccc2O)C1=O (centres undefined) | 22 | 16 | 1 | -1.3 | 1 | -2 | 4 | -14
O=C(C[C@H]1C[C@@H]2c3cc(NC(=O)c4ccc5c(c4)OCO5)ccc3O[C@@H]2[C@@H](CO)O1)NCc1cc(F)ccc1F | 7 | 1 | 0 | -0.3 | -6 | 2 | -3 | 15
Cc1ccc(-c2csc(Nc3ccccc3)[n+]2CCc2ccccc2)cc1 | 4 | -4 | · | -0.1 | 0 | · | · | -8
N#Cc1ccc(-c2ccc3c(c2)[C@H]2[C@H](CCN2C(=O)c2ccccc2F)[C@@H](CO)N3)cc1 | -11 | -3 | 2 | 0.2 | 1 | -8 | 1 | 15
O=S(N1CCCCCC1)C12CC3CC(CC(C3)C1)C2 (centres undefined) | 1 | · | -2 | · | · | -1 | 4 | ·
C[C@@H]1CCCCO[C@H](CN(C)C(=O)C2CCCCC2)[C@@H](C)CN([C@H](C)CO)C(=O)c2cc(NC(=O)c3ccncc3)ccc2O1 | 1 | -1 | 4 | 0.1 | -3 | -1 | -3 | -10
